hIAP inh = human IAP inhibitors, primary screen, biochemical, luminescence, uHTS | Intestinal-type alkaline phosphatase (Homo sapiens), P09923 | purified IAP, CDP-Star luminescence, 30 min | inhibition, % at 10 µM | 0.12% of 330,000 active;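 active = inhibition reaching a set limit with compound at 10 µM in the primary screen, cut at about 35% in these data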;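 note: plate controls were DMSO wells with enzyme for no effect and no-enzyme buffer wells for full effect; values of inactives mirror those of a sister screen read the other way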
mIAP inh = inhibitors of mouse IAP, primary screen, biochemical, luminescence, uHTS; inhibition, % at 10 µM; intestinal alkaline phosphatase [Mus musculus]; purified mouse IAP, CDP-Star luminescence, 30 min; 0.2% of 330,000 active;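 active = inhibition of at least 40% at 10 µM in the primary screen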;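 note: plate controls were DMSO with enzyme for no effect and no enzyme wells for full effect; values of inactives mirror those of a sister screen read the other way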
MIN6 prolif = inducers of MIN6 beta-cell proliferation, primary screen, ATP luminescence, uHTS; MIN6 cells proliferation, ATPlite luminescence, 48 h; cells starved in 0.2% serum; 100% = growth in 10% serum; proliferation, % at 10 µM; 0.29% of 330,000 active;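 active = compounds whose signal lies at least 3.5 SD above the mean of all wells on their plate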;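 note: 0% = DMSO-treated cells in low-serum medium and 100% = 10% serum control; some compounds called inactive have numbers as strong as hits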
mIAP activ = activators of mouse IAP, primary screen, biochemical, luminescence, uHTS; intestinal alkaline phosphatase [Mus musculus]; muIAP, CDP-Star luminescence, 30 min; active compounds read high; 1 = vehicle-only enzyme signal, 0 = enzyme-free wells; activation factor at 10 µM; 0.24% of 330,000 active; AID 2805, 2010;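 active = activation factor of at least 2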; note: the source names both 10 and 20 µM as test concentration; values of inactives mirror those of a sister screen read the other way
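also added = chemiluminescent substrate CDP-Star | test system = mouse IAP enzyme | signal = chemiluminescence readout | compound = DMSO-dissolved test compounds | incubation = 30 min at room temperature | benchmarks = DMSO wells, no-enzyme wells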
TIM10 inh = growth inhibitors of isogenic TIM10 control yeast, primary screen, counter-screen for tim10-1 yeast inhibitor project, luminescence, uHTS | inhibition, % at 10 µM | AID 463195, 2010 | 1.4% of 330,000 active | S. cerevisiae TIM10 strain growth, BacTiter-Glo luminescence, 24 h;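 active = inhibition of 40% or more at the single tested concentration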;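 note: wild-type TIM10 isogenic control strain grown at permissive 25 °C; 0% = DMSO yeast wells and 100% = minimal medium wells without yeast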
A3A deaminase = APOBEC3A ssDNA deaminase inhibitors, primary screen, selectivity assay for APOBEC3G inhibitor project, biochemical, FAM/TAMRA oligo cleavage fluorescence. DNA dC->dU-editing enzyme APOBEC-3A (Homo sapiens), P31941. recombinant A3A, FAM/TAMRA ssDNA deamination fluorescence. inhibition, % at 20 µM. 0.41% of 330,000 active;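 active = at least 40% inhibition at 20 µM here, with at most 30% in a related deaminase screen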;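 note: plate controls were A3A with DMSO for no effect and wells lacking A3A enzyme for full effect; some results filed as inactive read as strong as hits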
Target sequence (P31941 whole entry, looked up): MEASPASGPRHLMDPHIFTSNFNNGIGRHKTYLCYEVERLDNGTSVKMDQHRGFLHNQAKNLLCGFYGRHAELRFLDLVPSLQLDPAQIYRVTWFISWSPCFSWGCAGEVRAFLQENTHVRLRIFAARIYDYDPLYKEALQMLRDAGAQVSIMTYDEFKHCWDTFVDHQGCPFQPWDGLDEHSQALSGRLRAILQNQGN
tim10-1 inh = growth inhibitors of tim10-1 mutant yeast, primary screen, luminescence, uHTS; S. cerevisiae tim10-1 ts strain growth, BacTiter-Glo, 24 h; inhibition, % at 20 µM; 2.2% of 330,000 active; AID 463190, 2010;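 active = inhibition of at least 40%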;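 note: mutant grown at 25 °C; 0% = DMSO wells with yeast and 100% = wells holding no yeast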
NLRP3 yeast inh = NALP3 inflammasome inhibitors in reconstituted yeast, primary screen, luminescence, uHTS; 0.39% of 330,000 active; Yeast reconstituted NLRP3/ASC/caspase-1, beta-gal luminescence, 24 h; inhibition, % at 10 µM;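 active = inhibition of 50% or more; inactive = inhibition below 50%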;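 note: plate controls were induced DMSO wells for no effect and uninduced yeast grown without galactose for full effect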
APOBEC3G inh = APOBEC3G DNA deaminase inhibitors, primary screen, biochemical, fluorescence, single-stranded DNA substrate, uHTS; inhibition, % at 20 µM; 0.28% of 330,000 active; DNA dC->dU-editing enzyme APOBEC-3G (Homo sapiens), Q9HC16; recombinant A3G, ssDNA deamination FAM/TAMRA fluorescence;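 active = inhibition of at least 40% at 20 µM, with no more than 30% in the related APOBEC3A deaminase screen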;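 note: plate controls were DMSO wells with A3G for no effect and wells lacking A3G enzyme for full effect; some compounds called inactive have numbers as strong as hits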
Target sequence (Q9HC16 whole entry, looked up): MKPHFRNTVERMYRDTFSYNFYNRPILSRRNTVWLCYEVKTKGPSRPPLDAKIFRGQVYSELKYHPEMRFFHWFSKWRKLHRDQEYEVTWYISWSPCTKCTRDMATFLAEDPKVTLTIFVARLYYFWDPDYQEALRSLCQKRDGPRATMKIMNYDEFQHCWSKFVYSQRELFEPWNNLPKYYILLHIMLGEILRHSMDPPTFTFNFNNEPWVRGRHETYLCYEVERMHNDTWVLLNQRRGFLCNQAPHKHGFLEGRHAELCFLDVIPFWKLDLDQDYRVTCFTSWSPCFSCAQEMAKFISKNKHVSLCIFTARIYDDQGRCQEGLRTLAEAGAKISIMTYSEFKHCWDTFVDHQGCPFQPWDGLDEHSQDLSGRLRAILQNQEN
The depositor's hits bear a star.

Values run as follows: hIAP inh, mIAP inh, MIN6 prolif, mIAP activ, TIM10 inh, A3A deaminase, tim10-1 inh, NLRP3 yeast inh, APOBEC3G inh
- O=C(O)C1(c2ccccc2)CCN(S(=O)(=O)c2cccc(Cl)c2)CC1
    1, 4, 0, 0.96, 4, -2, 7, 16, -7
- Cc1ccsc1C(=O)OC(C)C(=O)NC1CCCCC1C (stereo not drawn)
    -5, -4, -1, 1, 3, 0, -2, 21, 0
- O=c1c2ccccc2nc(SCc2cc(F)ccc2F)n1C1CCCC1
    18, 6, -6, 0.94, 3, -2, 18, -4, -5
- Cc1ccnc(NS(=O)(=O)c2cc([N+](=O)[O-])ccc2C)c1
    3, -6, -1, 1.1, -8, 4, -16, 12, 5
- O=C1CCCC2=C1C(c1ccccn1)Nc1ccc(C(=O)c3ccccc3)cc1N2 (stereo not drawn)
    12, 9, -3, 0.91, 6, 0, 9, 4, -4
- O=C(Nc1ccc(C(=O)N2CCCC2)cc1)c1ccc(F)cc1Cl
    2, -2, -2, 1, 3, 2, 13, 7, 2
- COc1ccc(C(C#N)=C2C=CC(=NO)C=C2)cc1
    22, 1, -4, 0.99, 81*, -1, 50*, 43, 16
- CCCCN(CCCC)CC1OCc2ccccc2CO1
    -13, -4, -1, 1, 5, 3, 9, -1, -1
- Brc1ccc(/C=N/n2cnnc2)s1
    7, 12, -1, 0.88, 12, 1, 21, 3, -3
- Cc1nc2nc(SCC(=O)NCCCN3CCOCC3)nn2c(C)c1Cc1ccccc1
    -3, 3, 1, 0.97, 7, 1, 9, -3, -5
- Cn1c(=O)c2c(nc(N3CCCC3)n2C)n(C)c1=O
    -12, 5, -2, 0.95, 4, -2, 10, 12, -5
- Cc1nnc(SCC(=O)N2CCN(c3ccccc3)CC2)n1C1CC1
    26, 2, 2, 0.98, 7, -3, 13, 12, -9
- CCN(CC(=O)Nc1cc(Cl)ccc1C)C(=O)CCS(=O)(=O)c1ccc(Cl)cc1
    -21, 4, -3, 0.96, 0, -4, 11, 2, -4
- COC(=O)c1ccc2c(=O)[nH]c(COC(=O)CCC(=O)c3ccc(Cl)cc3)nc2c1
    -7, -2, 1, 1, -6, 0, -6, 17, -10
- Cc1ccc(/C=N/Nc2ccnc3cc(Cl)ccc23)c(C)c1
    4, 3, -6, 0.97, 13, 0, 9, 13, -1
- O=C(Nc1nc(-c2ccccc2)c(C(=O)c2ccccc2)s1)c1ccc(S(=O)(=O)N2CCCCC2)cc1
    17, 18, -3, 0.82, -2, 2, 7, 9, -1
- CCN(CC(=O)Nc1cccc(S(=O)(=O)N2CCCC2)c1)CC(=O)Nc1ccccc1OC
    -18, -3, 2, 1, 1, 0, 3, 2, 0
- CC12CCC(C(=O)N(NC(=O)c3cc(Cl)ccc3O)C1=O)C2(C)C (stereo not drawn)
    -13, 9, -5, 0.91, 11, -4, 23, 4, -8
- CCC(=O)/C=C1\Sc2ccccc2N1CC
    5, 3, -4, 0.97, -24, 1, -3, 28, -3
- COc1cc(NC(C)C(=O)N2CC(C)OC(C)C2)cc(OC)c1 (stereo not drawn)
    10, 4, -2, 0.96, -1, -3, 1, 13, -2
- O=C(c1ccc2c(c1)N(Cc1ccccc1)CCS2)N1CCOCC1
    8, 4, 8, 0.96, 17, -4, 22, -5, -3
- Cc1cccnc1NC(=O)CSc1ncnc2sc(C)c(C)c12
    0, 2, 5, 0.98, 9, 10, 21, 7, 0
- O=S(=O)(c1ccc(Cl)c(NC(=S)N/N=C/c2ccc(O)cc2)c1)N1CCOCC1
    -18, 14, -3, 0.86, 20, 0, 6, 23, -3
- O=C(NCc1nc2ccccc2[nH]1)c1ccc([N+](=O)[O-])cc1
    -10, 6, 0, 0.94, -1, 2, -17, 19, 0
- Cc1ccc(NC(=O)CCn2cnc3cc(C)c(C)cc32)cc1
    -1, -3, -1, 1, 23, -3, 26, 6, -9
- Cc1cccc(C)c1NC(=O)CNC(=O)CCC(=O)c1cccs1
    -12, 11, -2, 0.89, -20, -1, 18, 7, -2
- COC(=O)c1cc(C(=O)NCc2ccccc2)c(=O)[nH]c1C
    4, 6, -2, 0.94, 8, -2, 1, 7, -3
- CS(=O)(=O)N(CC(=O)Nc1cccc([N+](=O)[O-])c1)c1cccc(F)c1
    16, 12, 3, 0.88, 5, 2, 8, 11, -2
- CCOC(=O)CC(=O)CSc1nccc(-c2cccnc2)n1
    4, 1, 0, 0.99, -7, -3, 0, 13, -6
- CC(NC(=O)c1ccc2c(c1)OCCO2)C(=O)O (stereo not drawn)
    -7, -4, 0, 1, 10, -3, 11, -1, -4
- COCCn1c(=S)[nH]c2cc(OC)c(OC)cc2c1=O
    -7, -1, -2, 1, 3, -4, 17, 4, -6
- Cc1cc(NC(=O)CSc2nnc3c(C)cc4cc(C)c(C)cc4n23)no1
    12, 4, -2, 0.96, 6, 2, 1, 0, 0
- O=C(O)c1c[nH]ccc1=O
    20, -11, -3, 1.1, 7, 2, 16, 3, 1
- CCN(CC(=O)Nc1ccc(NC(C)=O)cc1)C(=O)CC1OC(=O)c2ccccc21 (stereo not drawn)
    1, -1, 0, 1, 1, 0, 13, -1, -7
- Clc1cccc(N/N=C/c2ccc(N3CCOCC3)s2)c1
    3, 10, -6, 0.9, -13, 0, -15, 23, -9
- COc1cccc(N2CCN(CC(=O)Nc3ccc(SC(F)F)cc3)CC2)c1
    15, -8, 0, 1.1, 7, 0, 32, 10, -2
- CCOC(CCn1c(SCc2ccc([N+](=O)[O-])cc2)nc2ccccc2c1=O)OCC
    1, -6, -5, 1.1, 2, -6, 1, -5, -6
- COc1ccccc1C(=O)NC(C)c1ccccc1 (stereo not drawn)
    -9, -4, -4, 1, 8, 0, 15, 27, 2
- CC(C)(C)OC(=O)NCCCCCNC(=O)c1[nH]cnc1C(=O)Nc1nccs1
    -141, 0, 7, 1, 1, 1, 16, -4, -3
- Cc1cccc(NC(=O)COC(=O)CCc2ccccc2)c1C
    7, -5, 1, 1, 6, -2, 21, 17, -9
- O=C(Oc1ccc(F)c(F)c1)c1ccc2c(=O)n3c(nc2c1)CCC3
    -16, -2, -3, 1, 8, 1, 24, -17, -11
- CCOC(=O)C1=C(C)NC(=O)NC1c1ccc(OCC(=O)Nc2ccccc2)c(OC)c1 (stereo not drawn)
    -14, -3, 1, 1, 5, -1, -6, 15, -4
- COc1ccc(S(=O)(=O)N2CCCCCC2)cc1C(=O)Nc1ccccn1
    0, -8, -2, 1.1, 3, 2, 17, -1, 8
- Cc1ccc(N(CC(=O)NC2CCCCC2)S(=O)(=O)c2c(C)noc2C)cc1
    -20, -8, 1, 1.1, 6, 4, -4, 9, 6
- O=C(Nc1ccc(F)c([N+](=O)[O-])c1)C1CCCO1 (stereo not drawn)
    -33, -6, -3, 1.1, -16, -2, -4, 8, -5
- N#CCC(=O)N/N=C/c1cc(-c2ccccc2)n(-c2ccc(Cl)cc2)c1-c1ccccc1
    -10, 4, -6, 0.96, 16, 23, 16, 17, 4
- NCc1oc(-c2ccccc2)cc1C(=O)O
    12, 4, 3, 0.96, 0, 0, -1, 10, 1
- CCOc1ccc(S(=O)(=O)NCC2CCCO2)c2cccnc12 (stereo not drawn)
    -4, -11, -3, 1.1, -4, -2, 4, 6, -7
- C[C@H](CO)N1C[C@H](C)[C@@H](CN(C)S(=O)(=O)c2ccc(Cl)cc2)Oc2ccc(NS(=O)(=O)c3ccccc3)cc2CC1=O
    2, 1, -2, 0.99, 1, 1, 13, 4, 14
- CCOC(=O)N1CCN(C(=O)CS(=O)Cc2nc(-c3ccc(OC)c(OC)c3)oc2C)CC1 (stereo not drawn)
    -23, -5, -1, 1, 11, -3, 6, -1, -6

3 compounds from above, sorted by molecular weight, lowest first.
Values run as follows: hIAP inh, mIAP inh, MIN6 prolif, mIAP activ, TIM10 inh, A3A deaminase, tim10-1 inh, NLRP3 yeast inh, APOBEC3G inh
- Cc1ccc(N(CC(=O)NC2CCCCC2)S(=O)(=O)c2c(C)noc2C)cc1
    -20, -8, 1, 1.1, 6, 4, -4, 9, 6
- CCOC(=O)C1=C(C)NC(=O)NC1c1ccc(OCC(=O)Nc2ccccc2)c(OC)c1 (stereo not drawn)
    -14, -3, 1, 1, 5, -1, -6, 15, -4
- C[C@H](CO)N1C[C@H](C)[C@@H](CN(C)S(=O)(=O)c2ccc(Cl)cc2)Oc2ccc(NS(=O)(=O)c3ccccc3)cc2CC1=O
    2, 1, -2, 0.99, 1, 1, 13, 4, 14

Further compounds
Values run as follows: hIAP inh, mIAP inh, MIN6 prolif, mIAP activ, TIM10 inh, A3A deaminase, tim10-1 inh, NLRP3 yeast inh, APOBEC3G inh
- CCCCOC(=O)c1[nH]c(C)c(C(=O)OC)c1C
    1, -7, -2, 1.1, 12, 6, 20, 23, 3
- CC(C)N(Cc1nnc(-c2ccccc2Br)o1)C(=O)c1cc(Cl)nc2ccccc12
    12, -20, 2, 1.2, 21, -2, 34, 11, -4
- COc1ccccc1N1CCN(C(=O)c2cc3c(s2)-c2ccccc2OC3)CC1
    -6, -1, -5, 1, -3, -3, 28, 22, -6
- O=C(NCC(c1cccs1)N1CCOCC1)c1cccc([N+](=O)[O-])c1 (stereo not drawn)
    -5, -6, 1, 1.1, 8, 5, 8, 9, 8
- Cc1cc(OC(=O)c2cccs2)ccc1C(C)C
    3, -1, -1, 1, -5, 0, -5, 22, -4
- CCOC(=O)c1cc(-c2ccccc2)sc1NC(=O)c1ccc(OC)c(OC)c1
    -8, 5, -4, 0.95, 18, 1, 9, 11, 57*
- Cc1nc(N2CCN(C(=O)COc3ccccc3)CC2)c2c(C)c(C)sc2n1
    11, 1, -5, 0.99, 39, -1, 41*, 12, -2
- O=C1c2ccccc2CCC12N=NCC2c1ccc(Cl)cc1 (stereo not drawn)
    20, 6, -2, 0.94, 19, -2, 22, 14, -3
- CCOC(=O)CSc1nc2c(sc3ccccc32)c(=O)n1CCCN1CCOCC1
    -24, 2, 0, 0.98, 9, -4, 31, 4, -5
- COc1ccccc1/C=C/C(=O)NCC(=O)n1nc(C)cc1C
    -18, -1, 0, 1, -12, 3, -9, 13, -4

Screening results as filed in PubChem.
